# Hsp70 inhibitors = Hsp70 inhibitors, probe displacement, primary screen, biochemical, fluorescence polarization (AID 583) | Hsp70 fluorescence polarization probe displacement, mP; higher % means a stronger effect | displacement, % at 20 µM; hits with a dose series show IC50 in µM | 140,000 compounds, 0.06% hits; in the data active = displacement above about 50%;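 also: plate controls were vehicle for no effect and reference ligand for full effect; a part of the inactive calls stands beside numbers as strong as those of hits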
# MKP-3 inhibition = inhibition of rat DUSP6 enzyme activity – biochemical, in vitro, primary screen (AID 425) | recombinant MKP-3 phosphatase activity, fluorescence; higher % means a stronger effect | inhibition, % at 20 µM; hits with a dose series show IC50 in µM | 110,000 compounds, 0.17% hits; in the data active = inhibition above about 50%;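 also: plate controls were vehicle for no effect and reference inhibitor for full effect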
# * = called active by the depositor; / = not tested or not shown; & = joins results of further samples.
SMILES,Hsp70 inhibitors,MKP-3 inhibition
CN(C)CC(=O)N1c2ccccc2CCc2ccc(NC(=O)c3ccc(N)cc3)cc21,0.4%,6.6%
Cc1ccc(NC(=O)Cc2nc(CSc3nnc(-c4ccc5c(c4)OCO5)o3)cs2)cc1,4.1%,-5.4%
O=C(Cn1cc(/C=C2/C(=O)NC(=O)N(c3cccc(Cl)c3)C2=O)c2ccccc21)Nc1ccccc1,34.1%,4.8%
COc1cccc(C=C2C(=O)c3ccccc3C2=O)c1,4.4%,0.7%
O=C(NCc1ccco1)c1ccc(COCC(F)(F)C(F)F)cc1,10.0%,-3.2%
Cn1c(O)c(C(=NCc2ccccc2)c2ccccc2)c(=O)n(C)c1=O,-0.3%,0.5%
Cc1cc(-c2ccccc2)nc2cc(C(N)=O)nn12,-3.4%&1.0%,-3.4%&0.1%
COc1cc(Cl)c(C)cc1NC(=O)COC(=O)c1cnc(C)cn1,0.2%,-2.3%
CCCCCCNC(=O)c1c(N)n(/N=C/c2ccco2)c2nc3ccccc3nc12,-3.6%,15.5%
COc1cc(/C=C2\C(=O)N(c3cccc(C(=O)O)c3)N=C2C)c([N+](=O)[O-])cc1OC,5.3%,7.7%
Cc1nnc2sc(-c3ccco3)nn12,10.0%,-11.1%
Cc1oc2c(cc(NS(=O)(=O)c3ccc4c5c(cccc35)C(=O)N4)c3ccccc32)c1C(=O)OC(C)C,-3.7%,/
Cc1occc1C(=O)NCCc1ccc(Cl)cc1,-4.1%,/
O=C(Nc1ccc(OC(F)F)cc1)c1cccs1,-2.5%,1.7%
CCOC(=O)c1c(-c2ccc(OC)cc2)csc1NC(=O)C(C)C,-4.0%,-1.1%
Cc1ccccc1/C=C1/SC(=Nc2ccc(F)cc2)NC1=O,-2.9%,2.3%
Cc1ccc(S(=O)(=O)N2CCN(CCO)CC2)cc1-c1nnc2c3ccccc3c(C)nn12,0.0%,-5.3%
O=C(NC1CC2CCCC(C1)N2C(=O)NCc1ccccc1)C1CC1 (stereo not drawn),-0.7%,0.3%
O=[N+]([O-])c1cc(-n2ncnc2-c2ccccc2C(F)(F)F)ccc1Cl,-4.7%,2.0%
Cc1[nH]c2ccc(-c3n[nH]c(=S)n3C)cc2c1C,-1.6%,-6.0%
Cc1cc2oc3c(c(=O)c2cc1C)C(c1ccc(C(C)C)cc1)N(CCCN1CCOCC1)C3=O (stereo not drawn),-0.2%,5.3%
COc1ccc(N2C(=O)NC(=O)/C(=C\c3cc(Br)c(OC)cc3OC)C2=O)cc1,-1.8%,0.5%
COc1ccc2c(CC(=O)OCC(=O)c3ccc(F)cc3)coc2c1,-2.8%,-2.3%
Cc1cc(C)c(NC(=O)COc2ccc(C)cc2Br)c(C)c1,-5.3%,2.5%
COC(=O)c1cc(NC(=O)c2cc3ccccc3o2)cc(C(=O)OC)c1,-3.5%,-1.6%
# Following part
SMILES,Hsp70 inhibitors,MKP-3 inhibition
CCN(CC)c1ccc(NC(=O)Cc2ccc(Cl)cc2)cc1,-1.2%,0.4%
Cc1ccnc(-n2c(=O)c3cc4c(=O)n(-c5cc(C)ccn5)c(=O)c4cc3c2=O)c1,2.1%,6.5%
CCc1c(C)sc(NC(=O)c2ccc(OC)cc2)c1C(N)=O,1.0%,-1.5%
CCC(CC)C(=O)Nc1cc(=O)n(C)c(=O)n1C,4.8%,5.9%
CC(C)(C)n1nnnc1CN(Cc1ccc(F)cc1)Cc1ccco1,-1.9%,/
CCc1ccc(NC(=O)CCc2ccccc2)cc1,-1.6%,4.6%
CCC(C)(C)NC(=O)C(c1ccco1)N(C(=O)Cn1nnc2ccccc21)c1ccc2c(c1)OCO2 (stereo not drawn),-2.2%,-3.5%
COc1ccc(NC(=O)NCCN2CCc3ccccc3C2)cc1,-3.0%,/
Nc1nnc(SCc2ccccc2Cl)s1,-0.9%,-11.3%
CCCCOC(=O)C(C)c1c(C)[nH]c(=S)[nH]c1=O (stereo not drawn),-0.5%,1.3%
COc1ccccc1/C=c1\sc2nc(-c3ccncc3)nn2c1=O,7.5%,6.0%
CCOC(=O)c1oc2cc(C)cc(O)c2c(=O)c1-c1csc(C)n1,-0.2%,/
Clc1c(CSc2nc3ccccc3o2)nc2ccccn12,0.8%,-3.3%
O=c1c2ccccc2oc2ncccc12,-8.0%,3.1%
Cc1ccc(S(=O)(=O)N(Cc2ccc(C(=O)NCCSc3ccccn3)cc2)c2cccc(Cl)c2)cc1,-2.0%,6.0%
CN1CCN(C(=S)NC(=O)c2ccc(Br)cc2)CC1,-2.8%,0.1%
Cc1nn(CC(=O)Nc2ccccc2)c(=O)c2ccccc12,-1.7%&-3.0%,-1.6%&0.4%
CNC(=O)NC(=O)CSc1ccc(NC(C)=O)cc1,-2.7%,-10.1%
CN(C)S(=O)(=O)c1ccc(C(=O)OCC(=O)c2ccc(OC(F)F)cc2OC(F)F)cc1,0.6%,-5.9%
C/C(=N\NC(=O)c1ccccn1)c1ccco1,-5.0%,0.0%
COc1cc(C2NC(=O)NC(C)=C2C(=O)OC(C)(C)C)ccc1OCC(N)=O (stereo not drawn),5.0%,-7.9%
Nc1ccc(O)cc1C(=O)OCC(=O)C12CC3CC(CC(C3)C1)C2,1.0%,-8.5%
O=C(CSc1nnc(C2CC2)n1-c1ccccc1)Nc1ccc(N2CCOCC2)cc1,-2.7%,/
CCN1CCCC1CNC(=O)c1ccccc1Cl (stereo not drawn),2.0%,/
c1nnc(NC2=NCCCCC2)s1,-5.7%,-8.9%

# Looked up above.
# Nc1nnc(SCc2ccccc2Cl)s1 | MKP-3 inhibition = -11.3%
# CCN1CCCC1CNC(=O)c1ccccc1Cl (stereo not drawn) | Hsp70 inhibitors = 2.0%
# Cc1ccnc(-n2c(=O)c3cc4c(=O)n(-c5cc(C)ccn5)c(=O)c4cc3c2=O)c1 | MKP-3 inhibition = 6.5%
# CC(C)(C)n1nnnc1CN(Cc1ccc(F)cc1)Cc1ccco1 | Hsp70 inhibitors = -1.9%

# Quoted at random: 5 records from the list.
SMILES,Hsp70 inhibitors,MKP-3 inhibition
c1nnc(NC2=NCCCCC2)s1,-5.7%,-8.9%
Cc1oc2c(cc(NS(=O)(=O)c3ccc4c5c(cccc35)C(=O)N4)c3ccccc32)c1C(=O)OC(C)C,-3.7%,/
CCc1ccc(NC(=O)CCc2ccccc2)cc1,-1.6%,4.6%
Cn1c(O)c(C(=NCc2ccccc2)c2ccccc2)c(=O)n(C)c1=O,-0.3%,0.5%
CCCCCCNC(=O)c1c(N)n(/N=C/c2ccco2)c2nc3ccccc3nc12,-3.6%,15.5%

# Continuation.
SMILES,Hsp70 inhibitors,MKP-3 inhibition
COc1ccc2[nH]c3c(c2c1)CCCC3=O,4.6%,-0.8%
Cc1ccc(F)cc1NC(=O)C1CCN(c2cnccn2)CC1,-0.3%,-3.3%
CCOc1ccc(-n2c(O)c(C=C3C=CC=N3)c(=O)[nH]c2=O)cc1,-1.7%,3.6%
CCOc1ccc(-c2cc(N3C(=O)Nc4ccccc4N3O)on2)cc1,6.0%,/
COc1cccc(Nc2cc(C)nc3ccccc23)c1,1.3%,0.3%
CC(=O)Oc1ccc(-c2ccc(C(=O)O)cc2)cc1,4.4%,-3.1%
Cc1ccc(Cl)cc1N1CCN(C(=O)c2cc3c(=O)n(C)c4ccccc4c3n2C)CC1,4.8%,47.7%
COc1ccc(CCNC(=O)c2c(C)noc2C)cc1,0.6%,/
COc1cccc(OC)c1C(=O)N(C)CC(OC)OC,3.4%,0.4%
O=C(NN1C(=O)/C(=C/c2ccc(O)cc2)SC1=S)c1ccccc1Br,-20.4%,3.5%
COc1ccc(-c2cc(C(=O)Nc3cccc(F)c3)c3ccccc3n2)cc1OC,0.0%,5.4%
CCN(CC)C(=O)CSc1nnc(CCN)o1,-0.4%,-2.7%
O=C(NCc1ccco1)C(C(=O)c1ccc(F)cc1)n1ccccc1=O (stereo not drawn),-1.1%,0.1%
CCC(=O)Nc1cc2c(C)cc(=O)oc2cc1C,8.4%,/
O=C(OCC(O)C(O)COC(=O)c1ccccc1)c1ccccc1 (stereo not drawn),2.0%,2.3%
Cc1ccc(-n2nc3ccc(NC(=O)c4ccc5c(c4)OCO5)cc3n2)cc1,-0.5%,/
O=C(O)c1cc([N+](=O)[O-])c(C(=O)O)cc1Oc1cc(Cl)c(Cl)cc1Cl,-1.1%,-0.7%
O=C1CC(N2CCN(c3ccc(S(=O)(=O)N4CCCC4)cc3)CC2)C(=O)N1c1ccc(F)cc1 (stereo not drawn),1.7%,1.1%
COc1ccc(NC(=O)/C=C/c2ccccc2)c(OC)c1,-6.9%,0.3%
CCOc1ccccc1C1CC(=O)NC2=C1C(=O)CC(C)(C)C2 (stereo not drawn),-1.9%,1.2%
CCN(CC)CCOC(=O)c1cccc(OC)c1,-2.8%,-8.3%
COc1ccc(S(=O)(=O)NCCSCc2cccs2)cc1,1.6%,4.4%
O=C1c2ccccc2-c2ncnc3cccc1c23,7.2%,-18.2%
Cc1cc(Br)cc(C)c1NC(=O)COc1ccccc1,-5.3%,3.0%
O=C(c1ccc2nc(N3CCCCC3)sc2c1)N1CCN(Cc2ccc3c(c2)OCO3)CC1,2.3%,-10.3%
# Next section.
SMILES,Hsp70 inhibitors,MKP-3 inhibition
O=C(Nc1ncc(Br)cc1Br)c1cccc2ccccc12,6.7%,0.0%
CC(=O)N1CCN(c2nc(OC(C(F)(F)F)C(F)(F)F)nc(N(c3ccccc3)c3ccccc3)n2)CC1,2.1%,5.3%
CCC(C)NS(=O)(=O)c1ccc(OCC(=O)NCc2ccc3c(c2)OCO3)cc1 (stereo not drawn),6.8%,-11.9%
O=C(O)CC(Cn1cnnn1)c1ccccc1 (stereo not drawn),-6.9%,-2.7%
COC(=O)c1sc2nc(N3CCCCC3)c3c(c2c1N)CCCC3,12.6%,/
Cc1ccc(-n2c(SCC(=O)NC3CCCCC3)nc3c(c2=O)SCC3)cc1,7.7%,-15.8%
Cc1ncc([N+](=O)[O-])n1CCO,5.5%,-5.4%
O=C(CSc1ncnc2c1oc1ccccc12)NCc1ccco1,4.2%,2.0%
CCOC(=O)N1CCN(C2CC(=O)N(c3ccc(F)cc3)C2=O)CC1 (stereo not drawn),-7.8%,-7.3%
Cc1ccc2[nH]c(=O)c(CN(CCc3ccccc3)C(c3nnnn3Cc3ccco3)C(C)C)cc2c1 (stereo not drawn),/,6.8%
S=C(c1ccc(-c2ccc(Br)cc2)o1)N1CCCCC1,3.6%,4.6%
CCOc1ccc(N/C=C\C(=O)c2ccc(F)cc2)c([N+](=O)[O-])c1,0.9%,-0.4%
Cc1ccc(-c2ccc(=O)n(CC(=O)N3CCN(c4cccc(C)c4)C(C)C3)n2)cc1 (stereo not drawn),1.1%,-2.8%
CCC(=O)CC(O)(c1ccccc1)C(F)(F)F (stereo not drawn),-2.7%,5.7%
O=C(CN1C(=O)C2CC=CCC2C1=O)NCc1ccc2c(c1)OCO2 (stereo not drawn),9.7%,/
Cc1noc(/C=C/N(C)C)c1S(=O)(=O)N1CCCC(C(=O)NC(C)c2ccccc2)C1 (stereo not drawn),5.8%,1.5%
CCn1c(-c2nn(C)c(C)c2Cl)n[nH]c1=S,5.8%,/
COc1ccc(-n2nnnc2SCC(N)=O)cc1,1.9%,-5.3%
O=C(O)CCCN1C(=O)C(=O)/C(=C(/O)c2ccccc2)C1c1ccc(F)cc1 (stereo not drawn),-0.7%,1.6%
COc1ccc(C2/C(=C(\O)c3ccc4c(c3)OCCO4)C(=O)C(=O)N2Cc2ccco2)c(OC)c1 (stereo not drawn),-1.1%,/
CCOc1cccc(-c2cc(C(=O)N3CCN(c4ccccc4OCC)CC3)c3ccccc3n2)c1,-2.7%,7.0%
CC(C)C(NC(=O)CNC(=O)OC(C)(C)C)C(=O)NCc1ccccc1 (stereo not drawn),-1.6%,-5.9%
O=c1c2ccccc2c(C=Nc2ccc(Cl)cn2)c(O)n1-c1cc(Cl)ccc1N1CCOCC1,-0.3%,0.5%
COC(=O)C1=C(C)Nc2ncnn2C1c1cccnc1 (stereo not drawn),-0.1%,/
N#CC(C#N)=Cc1ccc(-c2cc(Cl)ccc2Cl)o1,3.8%,12.2%
# (further entries)
SMILES,Hsp70 inhibitors,MKP-3 inhibition
COc1ccc(Cl)cc1C(=O)Nc1ccncc1,3.0%,1.6%
CCC(=O)Nc1cc(C(=O)NCC2CCCN2CC)c(OC)cc1N(C)C (stereo not drawn),0.9%,-4.4%
Cc1ccc(C2(C)NC(=O)N(CC(=O)Nc3cc(C)on3)C2=O)cc1 (stereo not drawn),3.2%,/
CCc1c(C)sc(NC(=O)c2cc(C)on2)c1C#N,-1.7%,6.0%
Cc1onc(-c2ccccc2)c1C(=O)N1CCN(c2ccc(Cl)cc2)CC1,-3.7%,1.0%
O=C(/C=C/N1CCOCC1)c1coc2ccccc12,8.1%,-8.4%
CC1(C)CC(=O)C(/C=N/c2ncc(C(F)(F)F)cc2Cl)=C(O)C1,-1.2%,1.9%
CC(C)COC(=O)Cc1c(O)c2ccccc2[nH]c1=O,-10.4%,-5.6%
Cc1ccc(NC(=O)c2ccco2)cc1NC(=O)CSc1nnc(-c2cccs2)n1C,1.2%,-1.8%
O=c1cc(-c2cc(O)c3c(O)c4ccccc4c(O)c3c2O)c(=O)c2c(=O)c3ccccc3c(=O)c1=2,13.2%,12.4%
CN1CCN(C(=O)/C(=C\c2ccccc2)c2ccccc2)CC1,1.5%,/
NNc1nc(NCc2ccccc2)nc(N2CCOCC2)n1,0.0%,/

# Entries shown so far containing a cyano group (two):
SMILES,Hsp70 inhibitors,MKP-3 inhibition
N#CC(C#N)=Cc1ccc(-c2cc(Cl)ccc2Cl)o1,3.8%,12.2%
CCc1c(C)sc(NC(=O)c2cc(C)on2)c1C#N,-1.7%,6.0%

# These rows are one share of the data; rates above refer to the full screens.
